KCNQ1 pot – potentiators or activators of KCNQ1 channel, primary screen, cell-based, thallium flux, high-throughput; Potassium voltage-gated channel subfamily KQT member 1 (Homo sapiens), P51787; CHO-K1 KCNQ1, thallium flux FluxOR fluorescence; active compounds read high; B-score at 10 µM; 310,000 compounds, 0.35% hits; AID 2648, 2010;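 active = fluorescence ratio B-score, a plate-corrected score, at least three library SD, with initial intensity B-score within 5 SD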
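Medium – assay buffer, equal DMSO in all wells · Material – CHO-K1 cell line with stable KCNQ1 potassium channel expression · Signal – kinetic FluxOR thallium fluorescence, 10-s 1-Hz baseline, 110-s post-stimulus read · Compound – single concentration per compound, DMSO matched to controls · Schedule – 37 °C overnight plating, 90-min dark dye load, 20-min compound pretreatment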
RGS4 act – RGS4 potentiators or activators, primary screen, cell-based, HEK293 M3R inducible RGS4, calcium flux | carbachol calcium flux Fluo4; active compounds read low | B-score at 10 µM | 310,000 compounds, 0.92% hits | AID 463111, 2010;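 active = B-score of the integrated calcium signal more than 4 SD below the library mean, with starting fluorescence not abnormally high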;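 note: negative B-score means reduced calcium response which marks RGS4 activation or potentiation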
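Assay system: Inducible-RGS4 HEK293 cells carrying M3 receptor | Schedule: Compound preincubation 20 min at room temperature before agonist | Signal: Kinetic calcium fluorescence imaging with Fluo4-AM dye, 2 µM | Read-out basis: B score from integrated fluorescence ratio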
RGS4 inh – RGS4 inhibitors, primary screen, cell-based, HEK293 M3R inducible RGS4, calcium flux; B-score at 10 µM; AID 463165, 2010; Fluo-4 calcium flux; active compounds read high; triggered by carbachol at its EC20; Regulator of G-protein signaling 4 (Homo sapiens), P49798; 310,000 compounds, 0.45% hits;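 active = B-score, a plate-corrected calcium signal, over three deviations above library mean, with baseline fluorescence within five deviations of library mean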;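 note: RGS4 expression induced by doxycycline in cells with stable M3 receptor; B-score is computed from the integrated fluorescence ratio over baseline after carbachol; higher B-score means a larger calcium signal and so more RGS4 inhibition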
Target sequence (P49798 whole entry, looked up): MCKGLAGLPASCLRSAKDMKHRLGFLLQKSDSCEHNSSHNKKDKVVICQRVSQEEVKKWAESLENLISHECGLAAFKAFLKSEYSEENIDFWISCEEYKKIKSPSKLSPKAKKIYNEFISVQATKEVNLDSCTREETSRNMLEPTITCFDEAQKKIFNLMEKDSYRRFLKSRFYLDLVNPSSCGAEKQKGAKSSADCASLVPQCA
KCNQ1 inh – inhibitors of human KCNQ1 channel, primary screen, cell-based, thallium flux, high-throughput | 310,000 compounds, 1.3% hits | CHO-K1 KCNQ1, FluxOR thallium flux fluorescence; active compounds read high | B-score at 10 µM | AID 2642, 2010 | Potassium voltage-gated channel subfamily KQT member 1 (Homo sapiens), P51787;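 active = compounds whose thallium flux B-score, printed positive for inhibition, exceeds three library SD while starting fluorescence stays within three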;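 note: channel opened by potassium depolarization with thallium stimulus after 20 min compound exposure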
TMEM16A inh – TMEM16A chloride channel inhibitors, primary screen, cell-based, HTS; Anoctamin-1 (Mus musculus), Q8BHY3; HEK293 TMEM16A/YFP iodide influx fluorescence, ionomycin; normalized B-score (activity score, 25-100; higher = stronger inhibition) at 10 µM; 310,000 compounds, 1.2% hits; AID 588511, 2011;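 active = ratio plate-corrected score three or more library SD toward inhibition, starting fluorescence score within five deviations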;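 note: score derived from kinetic fluorescence span divided by baseline fluorescence per well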
SKKanGAS inh – S. pyogenes SKKanGAS growth inhibitors in kanamycin, primary screen, streptokinase expression inhibitor project, SKKanGAS strain, BacTiter-Glo luminescence; 6 h; inhibition, % at 7.5 µM; 300,000 compounds, 1.3% hits; AID 1662, 2009;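 active = mean replicate score, as percent of positive control median, at least 50; inconclusive = mean below 50 but one replicate at or above 50; inactive = mean and every replicate below 50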;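 note: strain carries kanamycin resistance gene driven by streptokinase promoter and grows in 40 µg/ml kanamycin; loss of luminescence reflects streptokinase promoter inhibition or plain growth inhibition; 0% = median of DMSO wells and 100% = positive control at its reference dose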
KCNK3 inh – human KCNK3 channel inhibitors, primary screen, CHO cells, FluxOR thallium flux, B-score | Potassium channel subfamily K member 3 (Homo sapiens), O14649 | FluxOR fluorescence; active compounds read low | B-score at 10 µM | 340,000 compounds, 0.84% hits;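 active = B-score under library mean minus 4 SD, starting fluorescence ratio at most library mean plus 5 SD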;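 note: more negative B-score means stronger inhibition of thallium flux through KCNK3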
Target sequence (O14649 whole entry, looked up): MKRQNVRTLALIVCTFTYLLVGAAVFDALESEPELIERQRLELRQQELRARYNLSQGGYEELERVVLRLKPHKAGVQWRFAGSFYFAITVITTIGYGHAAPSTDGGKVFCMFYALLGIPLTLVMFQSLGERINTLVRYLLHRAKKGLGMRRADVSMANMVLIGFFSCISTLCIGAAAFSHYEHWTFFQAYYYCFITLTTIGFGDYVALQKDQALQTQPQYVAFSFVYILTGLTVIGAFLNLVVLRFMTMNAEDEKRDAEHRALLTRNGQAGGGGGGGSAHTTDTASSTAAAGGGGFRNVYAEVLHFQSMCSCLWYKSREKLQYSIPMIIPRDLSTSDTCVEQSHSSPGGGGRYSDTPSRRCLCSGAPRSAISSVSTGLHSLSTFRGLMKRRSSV
hERG protect – hERG rescue from dofetilide block, primary screen, cell-based, CHO-hERG, FluxOR thallium flux, dofetilide IC70 | Voltage-gated inwardly rectifying potassium channel KCNH2 (Homo sapiens), Q12809 | dofetilide IC70 present | activation (rescue from dofetilide block), less the hit threshold, % at 10 µM | 310,000 compounds, 0.51% hits;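 active = activation above the mean of controls blocked by dofetilide plus 5 SD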;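 note: thallium influx through hERG after potassium depolarization seen as dye fluorescence rise; in these data hits start at about 4.7%; inactives centre near -7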
ANO1 activ – TMEM16A chloride channel activators or potentiators, primary screen, cell-based, HTS; AID 623877, 2012; Anoctamin-1 (Mus musculus), Q8BHY3; HEK293 TMEM16A/YFP-H148Q/I152L, iodide quench fluorescence; active compounds read low; B-score at 10 µM; 340,000 compounds, 0.3% hits;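 active = fluorescence-ratio B-score plate-corrected deviation score at least 3 library SD below zero, with starting fluorescence score within 5 deviations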;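 note: channel opened by trigger with iodide after compound preincubation; score built on the fluorescence ratio of max minus min over baseline; more negative score means more quench and so TMEM16A activation or potentiation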
HDAC3 inhib – HDAC3 deacetylase inhibitors, primary screen, biochemical, fluorescence, cell-free homogeneous. Histone deacetylase 3 (Homo sapiens), O15379. recombinant HDAC3, fluorogenic peptide/trypsin coupled. inhibition, % at 8.3 µM. 320,000 compounds, 0.15% hits; in the data active = inhibition above about 26%, passing the limit was not always enough; inconclusive = no clear call, values can overlap the other calls
KCNK9 inh – KCNK9 potassium channel inhibitors, primary screen, HEK293 cells, thallium flux; FluxOR thallium flux fluorescence; active compounds read low; B-score at 10 µM; 310,000 compounds, 1.2% hits;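 active = ratio B-score over 3 SD below the library mean, with starting fluorescence within 5 SD of its mean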;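 note: negative B-score means less thallium flux so channel inhibition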
Target sequence (Q9NPC2 whole entry, looked up): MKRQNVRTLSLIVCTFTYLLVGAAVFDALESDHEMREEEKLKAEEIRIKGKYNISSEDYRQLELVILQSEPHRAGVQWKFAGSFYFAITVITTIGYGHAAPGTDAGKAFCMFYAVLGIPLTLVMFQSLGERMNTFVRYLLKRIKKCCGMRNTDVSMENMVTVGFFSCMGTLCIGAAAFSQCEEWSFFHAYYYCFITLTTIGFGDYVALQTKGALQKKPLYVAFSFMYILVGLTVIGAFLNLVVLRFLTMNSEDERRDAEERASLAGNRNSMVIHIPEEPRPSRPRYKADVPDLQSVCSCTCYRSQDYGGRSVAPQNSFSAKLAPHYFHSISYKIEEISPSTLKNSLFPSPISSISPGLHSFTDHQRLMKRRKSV
Numbers without * were called inactive; i = inactive; ? = inconclusive; nt = not tested or not shown.

SMILES	KCNQ1 pot	RGS4 act	RGS4 inh	KCNQ1 inh	TMEM16A inh	SKKanGAS inh	KCNK3 inh	hERG protect	ANO1 activ	HDAC3 inhib	KCNK9 inh
O=C(C[n+]1ccccn1)c1ccccc1	i	i	i	i	i	2	i	-7	i	4	i
CN(Cc1nc(-c2ccncc2)no1)S(=O)(=O)c1ccccc1	i	i	i	i	i	-3	i	-3	i	5	i
CCCCC(=O)N1CCCC(c2nc3c(nnn3Cc3cc(C)ccc3C)c(=O)[nH]2)C1 (stereo not given)	i	i	i	i	i	6	i	-19	i	-1	i
Cc1cc(=O)oc2cc(OCC(=O)OCC(=O)Nc3ccccc3F)ccc12	i	i	i	i	i	0	i	-17	i	-13	i
CCOc1ccc(NC(=O)CS(=O)(=O)c2cn(C)c3ccccc23)cc1	i	i	i	i	i	-2	i	-5	i	0	i
Cc1ccc(C)c(N(C(=O)c2csnn2)C(C(=O)NC2CCCCC2)c2ccncc2)c1 (stereo not given)	i	i	i	i	i	2	i	0	i	1	i
Cc1ccc(CC(=O)Nc2nccs2)cc1	i	i	i	i	i	1	i	-10	i	2	i
COc1ccc(C(=O)Nc2ccc([N+](=O)[O-])cn2)c(OC)c1	i	i	i	i	i	3	i	-11	i	-11	i
Cc1ccc(CCNC(=O)C2CCC(=O)N(CC3CCCCC3)C2)cc1 (stereo not given)	i	i	i	i	i	-2	i	-5	i	0	i
O=C(c1cc(-c2ccc(Cl)cc2)on1)N1CCCCCC1	i	i	i	i	i	14	i	-2	i	-7	i
COc1ccc(C)cc1NC(=O)CNC(=O)Cn1ccc2ccccc2c1=O	i	i	i	i	i	-3	i	-3	i	1	i
O=C(CNC(=O)c1ccccc1F)c1ccc(Br)cc1	i	i	i	i	i	-5	i	-5	i	-10	i
Oc1ccccc1/C=N/NC(=S)NC1CC2C=CC1C2 (stereo not given)	i	i	i	i	i	92*	i	-14	i	7	i
COCCC(=O)N1CCCC(C(=O)c2ccccc2SC)C1 (stereo not given)	i	i	i	i	i	0	i	4	i	0	i
OC(CNCc1ccc2c(c1)OCO2)COc1ccccc1 (stereo not given)	i	i	i	i	i	2	i	-1	i	0	i
O=P(COc1ccccc1)(c1ccccc1)c1ccccc1	i	i	i	i	i	-1	i	-12	i	4	i
CC(CN1CCOCC1)C(=O)O (stereo not given)	i	i	i	i	i	2	i	-4	i	-2	i
O=c1c2ccccc2oc2cc(C#Cc3ccccn3)ccc12	i	i	i	i	i	6	i	-8	i	-1	i
CSc1ccc(S(=O)(=O)Nc2cccc(F)c2)cc1	i	i	i	i	i	7	nt	-7	nt	0	i
Cc1cccc(C(=O)NCC(=O)NCCSc2ccc(Br)cc2)c1	i	i	i	i	i	-16	i	-10	i	4	i
Cc1ccc(C(=O)NC2CCCC2)s1	i	i	i	i	i	?	i	-1	i	8	i
CCCN(C(=O)CCNC(=O)Cn1cnc2ccccc2c1=O)c1cccc(Cl)c1	i	i	i	i	i	-1	i	-3	i	0	i
O=c1cc(Cl)c(-c2ccccc2)nn1Cc1ccc(Cl)cc1	i	i	i	i	i	23	i	-4	i	3	i
O=C1/C(=C\c2ccccn2)SC(=S)N1c1ccc(S(=O)(=O)Nc2nccs2)cc1	i	i	5.9*	i	i	4	i	-10	i	-4	i
Cc1c(C(=O)NCC(c2ccco2)N(C)C)oc2c(Cl)cccc12 (stereo not given)	i	i	i	i	i	-1	i	-16	i	1	i
Cc1ccccc1/C=N\NC(=O)c1csnn1	i	i	i	i	i	2	i	-5	i	4	i
COc1ccc(C(=O)NOCc2ccccc2)cc1	i	i	i	i	i	-3	i	-5	i	1	i
O=C(O)C1CCC(=O)N1C1c2ccccc2Oc2ccccc21 (stereo not given)	i	i	i	i	i	0	i	-10	i	2	i
Cc1ccc(C(=O)NCC(=O)OCC(=O)NC2CCS(=O)(=O)C2)cc1C (stereo not given)	i	i	i	i	i	nt	i	-5	i	0	i
COc1ccc(-n2nc3c(c2NC(=O)c2ccc(Br)cc2)CS(=O)C3)cc1 (stereo not given)	i	i	i	i	i	-2	i	-7	i	1	i
Cn1cnnc1SCC(=O)Nc1cc(S(=O)(=O)N2CCCCC2)ccc1Cl	i	i	i	i	i	-2	i	-12	i	-14	i
COc1cc(/C(C)=N/NC(=O)CSc2nc3ccccc3[nH]2)ccc1O	i	i	i	i	i	-1	i	-18	i	-1	i
COc1cc(OC)c(C2=NOC(C(=O)O)C2)cc1Cl (stereo not given)	i	i	i	i	i	2	i	-4	i	0	i
O=C1C/C(=C\c2c(F)cccc2Cl)N2CCC1CC2	i	i	i	i	i	8	i	-2	i	3	i
Cc1ccsc1/C=N\NC(=O)c1n[nH]c2c1CCC2	i	i	i	i	i	7	i	-6	i	6	i
COc1cccc(COc2ccc(N(C)S(=O)(=O)c3ccccc3)cc2)c1	i	i	i	i	i	15	-13*	-18	i	9	-14*
O=C(OCC(=O)N1CCN(c2ccccc2)CC1)c1ccco1	i	i	i	i	nt	-1	i	-4	i	nt	i
COc1cccc(NC(=O)C2=COCCO2)c1	i	i	i	i	i	-1	i	-14	i	0	i
CS(=O)(=O)N1CCN(c2ccccc2NC(=O)c2ccc3c(c2)OCCO3)CC1	i	i	i	i	i	4	i	-17	i	-3	i
Fc1ccc(-c2csc3ncnc(Cl)c23)cc1	i	i	i	i	i	-11	i	-10	i	-2	i
CN1CCN(C(=O)NC2CCCCC2)CC1	i	i	i	i	i	-5	i	-1	i	-5	i
COc1cc(NC(=S)NCc2cccnc2)c(OC)cc1Cl	i	i	i	i	i	0	i	-2	i	2	i
Nc1nonc1C(=O)NCCc1ccccc1	i	i	i	i	i	5	i	-15	i	1	i
CN(Cc1cccc(F)c1)C(=O)Cc1ccc(S(=O)(=O)N2CCOCC2)s1	i	i	i	i	i	2	i	-8	i	0	i
COCCN(C(=O)Cc1cccs1)C(C(=O)NC1CCCC1)c1cc(OC)c(OC)c(OC)c1 (stereo not given)	i	i	i	i	i	-2	i	-2	i	7	i
Cc1c(NC(=O)Nc2cccc(Cl)c2Cl)c(=O)n(-c2ccccc2)n1C	i	i	i	i	i	2	i	-3	i	-7	i
CCc1noc(C)c1C(=O)N1CCCC(N2CCN(c3cccc(Cl)c3)CC2)C1 (stereo not given)	i	i	i	i	i	3	i	-8	i	0	i
CCOC(=O)CC(=O)CSc1ccc2nnc(-c3ccc(C)cc3)n2n1	i	i	i	i	i	13	i	-7	i	nt	i
COC(=O)[C@@]1(Cc2ccc(F)cc2)[C@H]2c3cc(C(=O)N(C)C)n(Cc4ccc(OC(F)(F)F)cc4)c3C[C@H]2CN1C(=O)c1ccccc1	i	i	i	i	i	27	nt	-2	nt	7	i
Cc1cccc(Cn2c(N3CCN(c4ccccc4)CC3)nc3c2c(=O)n(C)c(=O)n3C)c1	i	i	i	i	i	-2	i	-5	i	-4	i
CCOC(=O)C1CCN(C(=O)c2ccc(N(C)S(=O)(=O)c3ccc(OC)cc3)cc2)CC1	i	i	i	i	i	-5	i	-9	i	3	i
CCC(=O)Oc1ccc(C(=O)Nc2cccc(C(=O)c3ccccc3)c2)cc1	i	i	i	i	i	7	i	-1	i	-1	i
O=C1CC(NS(=O)(=O)c2ccc([N+](=O)[O-])cc2)CN1c1ccc(Cl)cc1 (stereo not given)	i	i	i	i	i	3	i	-6	i	1	i
CC(C)(C)c1ccc(Cn2ccc(-c3ccc4c(c3)OCO4)n2)cc1	i	i	i	i	i	53*	i	-15	i	-1	i
CC(C)C1Oc2ccccc2N(CC(=O)N(Cc2ccccn2)C2CC2)C1=O (stereo not given)	i	i	i	i	i	-5	i	-6	i	2	i
O=C1NC2(CCCCCC2)C(=O)N1Cc1ccccc1Cl	i	i	i	i	i	4	i	-3	i	5	i
CCOC(=O)C1(Cc2cccc(OC)c2)CCN(Cc2ccccc2OC)CC1	i	i	i	i	i	-17	i	-15	i	0	i
COc1cc(-c2nc(C(=O)NCC3CCCO3)cc3c2[nH]c2ccccc23)cc(OC)c1OC (stereo not given)	i	i	i	i	i	36	i	-30	i	-3	i
COCCNC(=O)c1ccc2c(c1)nc(C)n2-c1cccc(Cl)c1	i	i	i	i	i	0	i	-4	i	2	i
COC(=O)c1c(C)[nH]c(C)c1C(=O)c1ccccc1Cc1ccccc1	i	i	i	i	i	-4	i	-13	i	11	i

The results go on:
SMILES	KCNQ1 pot	RGS4 act	RGS4 inh	KCNQ1 inh	TMEM16A inh	SKKanGAS inh	KCNK3 inh	hERG protect	ANO1 activ	HDAC3 inhib	KCNK9 inh
CCOc1ccc(C(=O)C(C)OC(=O)c2nc(Cl)ccc2Cl)cc1 (stereo not given)	i	i	i	i	i	7	i	-5	i	0	i
Cc1[nH]nc(N=Cc2c(O)n(C)c(=O)n(C)c2=O)c1-c1ccccc1	i	i	i	i	i	-15	nt	-9	nt	-12	i
O=C(C(Sc1ccccc1)c1ccccc1)N1CCN(c2ccccc2)CC1 (stereo not given)	i	i	i	i	i	-2	i	-4	i	2	i
CCOC(=O)C1=NOC(CNC(=O)c2ccccc2Cl)C1 (stereo not given)	i	i	i	i	i	-2	i	-6	i	-2	i
CC(C)c1ccc(Nc2nc(Cl)nc(Cl)n2)cc1	i	i	i	i	i	0	i	-5	i	4	i
Cc1ccc(NS(=O)(=O)c2cc(C(N)=O)ccc2C)cc1	i	i	i	i	i	0	i	-8	i	-5	i
CN1CCN(C(=O)c2ccccc2N(Cc2ccccc2)S(=O)(=O)c2ccccc2)CC1	i	i	i	i	i	nt	i	-7	i	-6	i

Source: PubChem BioAssay
